Source: PubChem BioAssay
CFTR F508del cor – CFTR F508del correction in bronchial cells. 350,000 compounds, 0.36% hits. activity (quench increase), % at 7.58 µM. CFBE cells, YFP halide quenching; stimulated with forskolin plus potentiator P3; % fluorescence drop versus neutral controls;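 active means mean added fluorescence quench of at least 8% versus neutral control, with both replicates also reaching 8%; inconclusive means only one of the mean or replicate conditions met; inactive means mean below 8% and not both replicates reaching 8%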;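 further: cells transiently co-express mutant CFTR-F508del with the halide-sensitive YFP; corrector assay measuring rescue of mutant channel to the surface after 24 h compound exposure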
DENV2 CPE – protects cells from dengue virus 2 cytopathic effect; DENV2-infected cells, cytopathic effect rescue, plate reader; CPE inhibition, % at 9.99 µM; 350,000 compounds, 1.7% hits; AID 651640; in the data active means CPE inhibition above about 20%, passing the limit was not always enough; inconclusive means no clear call, values can overlap the other calls; tested in BHK-21 cells;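 further: 0% = median of neutral control wells and 100% = median of positive control wells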
SIRT5 block – blocks human SIRT5 desuccinylation of peptide | Purified SirT5, succinyl-peptide AMC, trypsin-coupled fluorescence | inhibition, % at 15 µM | 330,000 compounds, 1.1% hits; in the data active means inhibition above about 15%; inconclusive means no clear call, values can overlap the other calls
Target sequence (Q9NXA8 whole entry, looked up): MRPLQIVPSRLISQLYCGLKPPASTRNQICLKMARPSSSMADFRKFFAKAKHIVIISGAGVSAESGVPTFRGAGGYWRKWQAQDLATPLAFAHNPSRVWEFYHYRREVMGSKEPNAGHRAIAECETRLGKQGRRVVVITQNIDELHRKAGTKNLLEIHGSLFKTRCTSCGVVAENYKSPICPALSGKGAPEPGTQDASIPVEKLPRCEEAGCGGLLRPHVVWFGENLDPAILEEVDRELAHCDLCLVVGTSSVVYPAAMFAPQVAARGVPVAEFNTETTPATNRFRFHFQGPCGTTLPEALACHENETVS
ERp5 block – inhibitors of human ERp5; inhibition, % at 9.99 µM; ERp5 insulin aggregation, absorbance 650 nm, 90 min; Q15084; 350,000 compounds, 0.05% hits;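 active means mean replicate inhibition above about 25%, with every replicate also reaching it, limit read from the data, passing the limit was not always enough; inconclusive means only one of those two criteria met; inactive means neither criterion met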
ERAP1 inh – inhibitors of human ERAP1 aminopeptidase; Q9NZ08; recombinant ERAP1, Leu-AMC fluorescence, 60 min; inhibition, % at 10.7 µM; 340,000 compounds, 0.15% hits; AID 652197;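 active means mean replicate inhibition of at least 30%, or all replicates individually reaching that 30% level; inactive means mean below 30% and not every replicate reaching it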;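 further: 0% = neutral control wells and 100% = L-leucinethiol positive control wells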
miR-122 sensor – blocks miR-122 activity in Huh7 sensor cells | Huh7 miR-122 Renilla luciferase sensor, 48 h; neutral wells = 0, positive control = 100 | activation (reporter increase), % at 12.5 µM | 340,000 compounds, 0.3% hits | AID 602342;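 active means mean replicate activation score at least 90 and every replicate individually at or above 90; inconclusive means only one of the two criteria met; inactive means neither criterion met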;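 further: higher luciferase means less miR-122 activity so hits act as miR-122 inhibitors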
CASP6 VEID inh – caspase-6 (human) enzyme inhibition; inhibition, % at 12.5 µM; purified caspase-6, Z-VEID-R110 cleavage fluorescence; AID 686996; P55212; 350,000 compounds, 0.53% hits;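 active means mean inhibition across replicates at least about 35%, with every replicate also reaching that limit, limit read from the data; inconclusive means only one of the two criteria met; inactive means neither criterion met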;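 further: 0% = median of neutral control wells and 100% = no fluorescence left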
Target sequence (P55212 24-179 limits assumed): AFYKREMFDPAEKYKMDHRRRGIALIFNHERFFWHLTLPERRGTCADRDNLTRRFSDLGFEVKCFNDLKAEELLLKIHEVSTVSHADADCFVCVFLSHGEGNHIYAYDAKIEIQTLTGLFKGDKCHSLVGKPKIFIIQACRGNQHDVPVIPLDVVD
Target sequence (P55212 194-293 limits assumed): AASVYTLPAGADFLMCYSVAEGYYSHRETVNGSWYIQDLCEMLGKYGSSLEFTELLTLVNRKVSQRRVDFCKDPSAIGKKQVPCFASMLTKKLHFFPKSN
The depositor's hits bear a star; u = inconclusive; x = not tested or not shown; & = joins results of further samples; [ ] = dose if it differs, or a comment.

CFTR F508del cor	DENV2 CPE	SIRT5 block	ERp5 block	ERAP1 inh	miR-122 sensor	CASP6 VEID inh	molecule
0.7	1	-7	-8	1	-1	2	Cn1nnnc1SCC(=O)Nc1ccccc1C(=O)NCc1ccccc1
-1.5	-4	1	-1	-5	-5[16.7 µM]	1	CC(C)CC#Cc1ccc2c(c1)O[C@@H](CN(C)C(=O)C1CCCCC1)[C@@H](C)CN([C@@H](C)CO)S2(=O)=O
-6.2	5	-2	0	-1	x	-1	CC[n+]1c(C)n(-c2ccccc2)c2ccc(C(=O)OC)cc21
-0.9	1	-1	-2	2	-7[16.7 µM]	2	CC(C)NC(=O)N(C)C[C@H]1OCCCC[C@H](C)Oc2ccc(NC(=O)c3ccccc3)cc2C(=O)N([C@H](C)CO)C[C@H]1C
-0.4	11	3	2	0	2	-4	Cc1ccc(-c2n[nH]c(=S)n2/N=C/c2c(C)[nH]n(-c3ccccc3)c2=O)cc1
3.1	16	-1	4	0	-5	2	O=C(O)C1CC(=O)N(CCc2ccc(F)cc2)C1 (stereo not drawn)
-2.6	1	1	-2	-3	0	1	CCCCC(=O)OCC(=O)Nc1cccc(S(=O)(=O)NC2=NCCCCC2)c1
-1.1	-1	0	2	-2	-6	1	COC(=O)Nc1nc2c(C)cccc2s1
-7.9	u	1	0	7	22	-4	CCOc1ccc(NS(=O)(=O)c2ccc(NC(=O)c3cccnc3)c(OC)c2)cc1
-2.7	58*	-1	-2	0	0[16.7 µM]	0	O=C(C[C@@H]1C[C@@H]2c3cc(NS(=O)(=O)c4ccc(F)cc4)ccc3O[C@@H]2[C@H](CO)O1)NCCc1ccccc1
2.1	5	1	3	2	x	1	CCOC(=O)[C@]12CCCC=C1N(Cc1ccc(Cl)cc1Cl)C(=O)[C@H](CC(=O)N1CCCCC1)C2
-1.5	7	9	-1	-1	x	0	CCC(=O)N1CC(=O)N2[C@H](CO)[C@H](c3ccc(C#CC4CCCCC4)cc3)[C@H]2C1
2.2	-1	-5	-1	-1	1	1	COc1ccc(CC(=O)Oc2ccccc2[N+](=O)[O-])cc1
0.6	u	-2	-4	x	-9	1	CCOC(=O)c1c(N2C(=O)CC(Sc3ccccc3C(=O)O)C2=O)sc(C)c1C (stereo not drawn)
-5.1	80*	-1	6	-2	-2	3	O=C(O)Cn1nc(-c2ccccc2)cc1-c1ccccc1
3.4	3	3	1	-8	2	0	O=C(NC(c1ccccc1)c1ccccn1)c1cccc([N+](=O)[O-])c1 (stereo not drawn)
0.4	-7	-8	-1	-4	2	-4	Cn1ncc2c(NCc3ccccc3)nc(NCCCO)nc21
-4.3	-9	-1	1	3	3	-3	CCC(=O)Nc1nc2ccc([N+](=O)[O-])cc2s1
0.3	8	-4	-1	14	-4	-2	CCN(CC)S(=O)(=O)c1ccc(OC)c(NC(=O)c2cccs2)c1
x	1	-22	-1	4	1	2	Cc1ccc(OCCN2C(=O)S/C(=C\c3ccc(C)o3)C2=O)cc1
-1.9	-7	x	x	x	3[16.7 µM]	x	COc1ccc(NC(=O)Nc2ccc3c(c2)C(=O)N([C@H](C)CO)C[C@H](C)[C@H](CN(C)C(=O)CCC(F)(F)F)OCCCC[C@@H](C)O3)cc1
-5.5	41*	1	0	-3	x	-1	CC(C)(C)[S@](=O)N1Cc2cc(C(=O)N3CCCCC3)nc(-c3cccc(Br)c3)c2[C@@H]1CCO
2.7	5	0	-1	-1	19[16.7 µM]	0	COc1ccccc1-c1cn(CC[C@H]2CC[C@@H](NC(=O)C3CCOCC3)[C@H](CO)O2)nn1
-0.7	2	-2	1	1	x	2	COc1ccccc1NC(=O)N[C@H]1CC[C@@H](CCNC(=O)Cc2ccccn2)O[C@@H]1CO
1.4	-6	-3	0	2	x	4	O=C1CN(Cc2ccccc2)C[C@H]2[C@@H](c3ccc(Br)cc3)[C@H](CO)N12
-2.1	3	2	-4	0	-1	9	CCC1Sc2ccc(S(=O)(=O)CCC(=O)Nc3cccc(Br)c3)cc2NC1=O (stereo not drawn)
2.5	3	5	3	0	x	-2	O=C(NC1CCCC1)[C@@H]1CCCN1C(=O)[C@@H](NS(=O)(=O)c1ccc(F)cc1F)c1ccccc1
-0.5	4	x	-1	2	-3	0	CCOC(=O)C1(CC2CCCCO2)CCN(Cc2ccc(OC)cc2F)CC1 (stereo not drawn)
-0.4	19	-4	2	1	-9	2	Cc1cc(N(C)C)ccc1N=Nc1ccc2ncccc2c1
0.7	-4	-1	-5	-2	x	-2	NNC(=O)c1csc(Cc2c(Cl)sc3ccc(Cl)cc23)n1

Quoted at random: two compounds from above
CFTR F508del cor	DENV2 CPE	SIRT5 block	ERp5 block	ERAP1 inh	miR-122 sensor	CASP6 VEID inh	molecule
0.6	u	-2	-4	x	-9	1	CCOC(=O)c1c(N2C(=O)CC(Sc3ccccc3C(=O)O)C2=O)sc(C)c1C (stereo not drawn)
1.4	-6	-3	0	2	x	4	O=C1CN(Cc2ccccc2)C[C@H]2[C@@H](c3ccc(Br)cc3)[C@H](CO)N12

Going on with the list:
CFTR F508del cor	DENV2 CPE	SIRT5 block	ERp5 block	ERAP1 inh	miR-122 sensor	CASP6 VEID inh	molecule
1.0	5	x	-3	-1	0	-2	COc1ccccc1-c1cccc2nccn12
0.7	-2	-8	2	0	0	2	CC1CCCN(C(=O)c2nn(C)c3c2CS(=O)(=O)c2ccccc2-3)C1 (stereo not drawn)
2.1	0	-1	4	6	4	1	CCCNc1cc(=S)nc(N)[nH]1
1.5	3	1	1	1	-20	-3	O=C(N/N=C/c1ccccc1O)c1cccc2ccccc12
-2.4	-3	-3	1	-2	-1[16.7 µM]	3	C[C@@H]1CN([C@@H](C)CO)C(=O)c2cc(C#CC3(O)CCCC3)cnc2O[C@@H]1CN(C)Cc1ccncc1
0.8	-7	0	3	3	x	1	CCNC(=O)C[C@@H]1CC[C@@H](NC(=O)NC2CCCCC2)[C@@H](CO)O1
-2.9	-11	-2	0	2	11	1	Fc1ccccc1COc1ccc(Br)cc1CNCc1cccnc1
0.4	8	-2	2	-1	x	-1	COc1ccc(-c2cn(CC[C@@H]3CC[C@H](NS(=O)(=O)c4ccccc4C)[C@@H](CO)O3)nn2)cc1
0.1	-3	-4	-2	2	-36	-2	COc1ccc2c(c1)C(C)=CC(C)(C)N2C(=O)CNCc1ccc2c(c1)OCO2
0.1	7	-3	-7	0	x	2	Cc1cc(C)c(C(=O)COC(=O)C2CC3CCCC(C2)C3=O)c(C)c1 (stereo not drawn)
-1.9	u	-3	3	0	6	-5	O=C(NCCc1ccccc1)c1cccc(NC(=O)C2CC2)c1
-0.6	2	8	-1	2	35[16.7 µM]	3	CC(C)CC#Cc1ccc2c(c1)O[C@H](CN(C)C(=O)Cc1ccncc1)[C@@H](C)CN([C@@H](C)CO)S2(=O)=O
-3.4	-2	-2	16	0	-10	3	O=C(COC(=O)/C=C/c1ccccc1)NCc1cccs1
0.7	4	-2	2	-3	-9	11	O=C(NCc1ccc(Cl)cc1)c1ccc2nc[nH]c2c1
2.6	-4	-2	0	0	-1	30	COc1ccc(N2C(=O)CSC23C(=O)N(CC(=O)NC2CCCC2)c2ccccc23)cc1 (stereo not drawn)
-5.3	-7	5	2	x	7	2	Cc1cc(Nc2ccccc2Cl)c2ccccc2n1
-0.5	8	2	-10	0	-5[16.7 µM]	3	Cc1ccccc1-c1ccc2c(c1)O[C@@H](CN(C)Cc1ccncc1)[C@@H](C)CN([C@H](C)CO)S2(=O)=O
-1.6	-6	0	6	-2	x	4	O=C(NC(=S)N1CCCCCC1)c1ccccc1Cl
-5.5	-1	x	-2	0	-2	-1	CCc1cc2c(SCC(=O)NC3CC3)ncnc2s1
1.7	2	-1	1	-4	x	-1	Cc1cc(NC(=O)c2ccc3c(c2)C(=O)N(Cc2ccccc2)C3=O)no1
3.3	-5	-3	0	1	-9	0	COc1ccc(CC(=O)NCc2ccccc2F)cc1S(=O)(=O)N1CCOCC1
-1.1	-2	-4	8	-4	x	-1	COCCCNCC#CCOc1ccc(OC)cc1
0.8	-2	x	-4	x	6	1	Cc1cc(C)n2nc(S(=O)(=O)N(CC(C)C)CC(C)C)nc2n1
5.0	6	-1	-3	2	5[16.7 µM]	-5	Cc1cccc(S(=O)(=O)N2C[C@H](O)COC[C@H]3O[C@@H](CC(=O)N4CCN(C)CC4)CC[C@@H]32)c1
0.7	-8	19*	11	-4	x	0	CS(=O)(=O)N1[C@@H](CO)[C@@H](c2ccccc2)C12CN(C(=O)c1ccccc1F)C2
1.2	2	4	-4	1	x	x	COc1ccc2c3c(n(C)c2c1)[C@H](CO)N(C)CC31CCN(S(=O)(=O)c2cccc(F)c2)CC1
-0.5	-7	0	-4	-3	-4	-4	O=[N+]([O-])c1ccc(C(O)CN2CCOCC2)cc1 (stereo not drawn)
-0.1	-9	0	4	2	38	-5	O=C(Nc1ccc(N2CCN(C(=O)c3ccccc3)CC2)c(Cl)c1)c1ccc(Br)o1
-0.7&-0.4	12&9	1&11	0&0	3&0	10[16.7 µM]	1&0	C[C@H](CO)N1C[C@H](C)[C@@H](CN(C)S(C)(=O)=O)Oc2ccc(NS(=O)(=O)c3ccccc3)cc2C1=O
x	-5	0	0	4	-6	-2	COc1ccc(CCNC(=O)COC(=O)c2ccc(N3CCCC3=O)cc2)cc1
-1.2	-3	4	-27	4	x	1	Cc1cc(C)c(S(C)(=O)=O)c(Oc2cccc(C(F)(F)F)c2)n1

For reference, part of the list above.
CFTR F508del cor	DENV2 CPE	SIRT5 block	ERp5 block	ERAP1 inh	miR-122 sensor	CASP6 VEID inh	molecule
1.0	5	x	-3	-1	0	-2	COc1ccccc1-c1cccc2nccn12
0.7	-2	-8	2	0	0	2	CC1CCCN(C(=O)c2nn(C)c3c2CS(=O)(=O)c2ccccc2-3)C1 (stereo not drawn)
2.1	0	-1	4	6	4	1	CCCNc1cc(=S)nc(N)[nH]1
1.5	3	1	1	1	-20	-3	O=C(N/N=C/c1ccccc1O)c1cccc2ccccc12

Some of the entries so far, with values under each structure:
Every second line gives: CFTR F508del cor, DENV2 CPE, SIRT5 block, ERp5 block, ERAP1 inh, miR-122 sensor, CASP6 VEID inh
COc1ccc2c(c1)C(C)=CC(C)(C)N2C(=O)CNCc1ccc2c(c1)OCO2
  0.1, -3, -4, -2, 2, -36, -2
Cc1cc(C)c(C(=O)COC(=O)C2CC3CCCC(C2)C3=O)c(C)c1 (stereo not drawn)
  0.1, 7, -3, -7, 0, x, 2

Marked active in DENV2 CPE, of those listed so far:
CFTR F508del cor	DENV2 CPE	SIRT5 block	ERp5 block	ERAP1 inh	miR-122 sensor	CASP6 VEID inh	molecule
-2.7	58*	-1	-2	0	0[16.7 µM]	0	O=C(C[C@@H]1C[C@@H]2c3cc(NS(=O)(=O)c4ccc(F)cc4)ccc3O[C@@H]2[C@H](CO)O1)NCCc1ccccc1
-5.1	80*	-1	6	-2	-2	3	O=C(O)Cn1nc(-c2ccccc2)cc1-c1ccccc1
-5.5	41*	1	0	-3	x	-1	CC(C)(C)[S@](=O)N1Cc2cc(C(=O)N3CCCCC3)nc(-c3cccc(Br)c3)c2[C@@H]1CCO
